Assay outcomes from PubChem.
MCL1-BIM inh = disrupts human MCL1 binding to BIM-BH3 peptide | Q07820 | GST-MCL1 / FITC-Bim-BH3 fluorescence polarization | inhibition, % at 10.9 µM | 0.68% of 320,000 active;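 active = inhibition above the mean inhibition of all tested compounds plus 3 SD, set per campaign, cut at about 40% in these data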;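 also: 0% = DMSO wells and 100% = unlabeled Bim-BH3 peptide control; higher means more loss of mP so more displacement of Bim peptide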
GLD-1 TGE inh = GLD-1-TGE RNA interaction inhibition (C. elegans); Q17339; purified GLD-1 + fluorescein TGE RNA, fluorescence polarization; inhibition, % at 5.96 µM; 0.44% of 320,000 active; AID 2280;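 active = percent inhibition above a per-plate cutoff, the plate mean of test compounds plus 3 SD, cut at about 30% in these data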;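 also: 0% = DMSO wells with GLD-1 and probe and 100% = wells lacking GLD-1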
GRK2 aptamer HTS = inhibitors of human GRK2 displacing RNA aptamer. P25098. bead flow cytometry, FAM-aptamer displacement from GRK2. inhibition of aptamer binding, % at 10 µM. 0.59% of 330,000 active. AID 488847;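 active = inhibition of aptamer binding above 40%, roughly 3 SD of noise, on plates passing a quality check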;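 also: median bead fluorescence of bound FAM aptamer so fluorescent compounds give negative values; no value below 0 was filed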
VLA-4 inh = inhibition in a human VLA-4 binding assay. P13612. VLA-4 expressing cells, ligand binding flow cytometry. inhibition, % (about 7 µM as worked out from the volumes in the protocol). 0.2% of 330,000 active; in the data active = inhibition above about 50%
Target sequence (P13612 whole entry, looked up): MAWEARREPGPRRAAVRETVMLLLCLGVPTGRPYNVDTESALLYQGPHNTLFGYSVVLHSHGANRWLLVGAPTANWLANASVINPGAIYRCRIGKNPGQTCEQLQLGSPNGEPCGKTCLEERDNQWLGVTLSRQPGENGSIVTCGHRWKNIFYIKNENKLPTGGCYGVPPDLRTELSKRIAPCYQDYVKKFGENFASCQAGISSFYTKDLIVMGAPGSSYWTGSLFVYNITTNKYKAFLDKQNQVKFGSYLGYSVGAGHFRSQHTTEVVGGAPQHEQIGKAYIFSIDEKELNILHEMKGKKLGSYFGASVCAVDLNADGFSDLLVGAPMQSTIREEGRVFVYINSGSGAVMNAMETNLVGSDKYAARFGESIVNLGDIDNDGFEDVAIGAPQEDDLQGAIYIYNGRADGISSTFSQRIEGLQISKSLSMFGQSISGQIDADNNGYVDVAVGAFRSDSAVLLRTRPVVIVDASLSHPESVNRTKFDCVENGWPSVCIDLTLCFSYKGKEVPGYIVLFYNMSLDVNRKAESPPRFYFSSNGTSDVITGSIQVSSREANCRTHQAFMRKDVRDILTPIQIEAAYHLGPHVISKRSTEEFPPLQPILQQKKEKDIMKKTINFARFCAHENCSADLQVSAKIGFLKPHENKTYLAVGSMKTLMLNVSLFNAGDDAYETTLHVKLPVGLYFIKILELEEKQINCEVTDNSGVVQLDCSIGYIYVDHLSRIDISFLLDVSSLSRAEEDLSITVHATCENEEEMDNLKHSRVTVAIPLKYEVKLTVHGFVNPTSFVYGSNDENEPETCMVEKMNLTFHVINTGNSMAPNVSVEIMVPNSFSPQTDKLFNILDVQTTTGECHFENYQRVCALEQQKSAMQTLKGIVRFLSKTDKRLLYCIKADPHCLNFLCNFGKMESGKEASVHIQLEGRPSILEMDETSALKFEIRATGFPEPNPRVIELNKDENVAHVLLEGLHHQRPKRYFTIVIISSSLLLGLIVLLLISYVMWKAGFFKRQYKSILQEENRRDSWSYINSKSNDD
BCLXL inh = inhibitors of human Bcl-xL; 0.7% of 320,000 active; inhibition, % at 10.9 µM; GST-Bcl-xL / FITC-Bim BH3 peptide fluorescence polarization;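 active = inhibition above the mean of all tested compounds plus 3 SD, cutoff set per campaign, cut at about 30% in these data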;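 also: 0% = DMSO wells and 100% = unlabeled Bim-BH3 peptide competitor; inhibitors lower millipolarization by displacing the labeled peptide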
MEX-5 binding = C. elegans MEX-5 TCR-2 RNA binding activity; Q9XUB2; MEX-5/FITC-TCR2 RNA binding, fluorescence polarization; active compounds read low; activity score (negative = inhibition of binding), % at 10 µM; 0.38% of 300,000 active;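 active = inhibition past about -25% in most replicates, and total fluorescence under double the plate's negative control median, limit read from the data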;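 also: 0% = DMSO and -100% = 5 µM competing unlabeled TCR2 RNA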
CIT2 TOR yeast = yeast TOR pathway CIT2-GFP modulation | S. cerevisiae CIT2-GFP strain, flow cytometry, 3 h; 100 means same as DMSO wells | GFP response vs DMSO, % at 10 µM | 0.065% of 320,000 active | AID 2029;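 active = GFP response relative to DMSO above a set limit, near the screen mean plus 3 SD, cut at about 150% in these data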;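 also: ratio of well median GFP fluorescence to mean of DMSO wells on the plate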
Yeast superoxide = lowers age-related superoxide in aged yeast cells; S. cerevisiae aged cells, superoxide DHE fluorescence; active compounds read low; superoxide response (% of plate mean), % at 10 µM; 0.18% of 330,000 active; AID 2690;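 active = superoxide response under a set limit, about three screen SD below normal, cut at about 65% in these data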;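 also: yeast aged for seven days with compound at 30 °C before DHE staining; 100% = average MFI of all compound-treated wells on the plate with controls excluded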
AGP1 TOR yeast = modulators of TOR pathway AGP1-GFP in S. cerevisiae; 0.02% of 320,000 active; S. cerevisiae AGP1-GFP multiplex flow cytometry, 3 h; GFP as percent of DMSO wells; GFP response vs DMSO, % at 10 µM;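 active = GFP response relative to DMSO above a set limit, near screen average plus 3 SD, cut at about 150% in these data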;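 also: median GFP channel fluorescence of the gated AGP1 strain per well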
The depositor's hits bear a star; . = not tested or not shown.

SMILES	MCL1-BIM inh	GLD-1 TGE inh	GRK2 aptamer HTS	VLA-4 inh	BCLXL inh	MEX-5 binding	CIT2 TOR yeast	Yeast superoxide	AGP1 TOR yeast
Cc1nc2ccc(-c3nc4cc(N)ccc4o3)cc2[nH]1	-3	2	0	-1	-1	1.6	90	92	97
C=C(c1ccccc1Cl)[n+]1ccccc1	-5	0	1	-20	8	0.2	105	95	94
CC(=O)Nc1ccc(OCC(O)CN2CCN(c3ccc(C)c(Cl)c3)CC2)cc1 (centres undefined)	4	2	1	2	5	2.6	109	90	109
Cc1cc2cc(CN(CCN3CCOCC3)C(=O)Nc3ccccc3F)c(=O)[nH]c2cc1C	-2	-1	0	1	1	1.9	97	97	97
CN(C)S(=O)(=O)c1cccc(NC(=O)c2sccc2-c2ccccc2)c1	.	.	3	-3	.	0.2	91	87	91
CCN(CC)C(=S)SCC(=O)c1ccc(Br)cc1	0	2	2	17	0	-1.1	76	123	92
CCC(=O)Nc1ccc(C(=O)NNC(=O)C2CCCCC2)cc1	.	.	3	2	.	.	93	106	93
O=C(COC(=O)c1ccc([N+](=O)[O-])cc1)NC12CC3CC(CC(C3)C1)C2	.	0	1	-5	.	.	88	110	103
O=c1oc(CCCO)cc2ccc(/C=C/c3cccc([N+](=O)[O-])c3)cc12	-7	-7	2	0	-3	.	86	80	90
O=C(NC(=S)NC1CCCCCCCCCCC1)c1cccnc1	5	-2	0	0	2	1.1	112	77	118
Cc1nc(SCc2ccc(O)c([N+](=O)[O-])c2)c([N+](=O)[O-])[nH]1	8	3	1	5	9	-3.1	122	94	109
COCCn1c(C)cc(/C=C2/NC(=O)N(c3cccc(Cl)c3)C2=O)c1C	8	2	0	5	15	0.6	102	124	115
Brc1ccccc1OCCOc1cccc2cccnc12	13	2	4	14	2	0.2	84	97	89
Cc1nn2c(NCCCN3CCOCC3)c3c(nc2c1-c1ccccc1)CCC3	-4	-1	1	8	3	-2.3	104	99	102
COc1ccc(C(=O)Nc2cc(C)on2)cc1	0	6	0	5	2	0.4	102	105	97
CCC(CO)NC1=CC(=O)CCC1 (centres undefined)	15	-1	2	-5	15	-1.8	101	100	109
Cc1ccc2nc(SCC(=O)c3c(C)[nH]c4ccccc34)[nH]c2c1	-4	1	4	4	-4	-1.3	91	69	90
Cc1nc2ccccc2c(C)c1C(=O)c1ccccc1	5	3	0	3	6	1.0	106	99	112
Cc1ccc(NC(=O)COC(=O)C2CC3C=CC2C3)cc1S(=O)(=O)N1CCCCC1 (centres undefined)	0	-2	2	13	4	-2.7	105	108	102
COc1ccc(CNC(=S)N2CCN(S(=O)(=O)c3cccc(F)c3)CC2)cc1	9	-5	0	-2	6	0.5	93	86	96
COc1cccc(C(C(=O)NCC2CCCO2)N(C(=O)Cn2nnc3ccccc32)c2ccccc2C(C)=O)c1OC (centres undefined)	9	4	1	6	2	0.3	113	103	95
Cc1cc(Cl)ccc1OCC(=O)Nc1nc(-c2cccnc2)cs1	-1	2	0	6	-1	-0.1	88	97	100
O=C(CSc1nc2ccccc2s1)Nc1ccc(C(=O)O)cc1	4	2	0	0	9	1.1	91	87	107
CCOc1ccc(-c2csc(NC(=O)C3CCCO3)n2)cc1 (centres undefined)	13	3	4	0	6	1.9	96	96	94
NC(=O)c1ccc(C(F)(F)F)n(Cc2ccc(F)c(F)c2)c1=O	5	9	2	-36	6	2.1	97	107	102
O=C(O)COn1c(-c2ccccc2)nc2ccc(Cl)cc21	8	3	1	8	6	2.8	109	83	103
Cc1ccc(NS(=O)(=O)c2c(C(=O)N3CCCCCC3)c(C)n(C)c2C)c(C)c1	0	3	4	-6	6	-0.2	108	97	109
O=[N+]([O-])c1cccc(-c2nc3ccccc3s/c2=N/O)c1	0	2	1	5	2	-1.3	75	145	69
CN(C)c1ccc(C(=O)Nc2cc(C(F)(F)F)ccc2-n2cncn2)cc1	-4	1	1	14	6	-3.8	90	152	98
CC(=O)Nc1ccc(C(=O)OCC(=O)NC2CCCCCCC2)cc1	-17	-8	2	0	-4	2.6	97	120	105
Cc1cccc(NC(=S)N2CCCCC2c2cccnc2)c1C (centres undefined)	-2	-2	0	21	-5	0.6	100	95	102
O=C(Cn1cnc2c(nnn2-c2ccc(F)cc2)c1=O)N1CCCc2ccccc21	4	6	1	-7	-1	1.8	102	91	98
COc1cccc(C(C(=O)NCC2CCCO2)N(CC2CCCO2)C(=O)CN2C(=O)c3ccccc3S2(=O)=O)c1 (centres undefined)	-4	5	2	27	2	1.4	105	70	103
O=C(NCC(c1cccnc1)N1CCOCC1)c1ccco1 (centres undefined)	7	10	2	6	5	-2.7	108	113	107
CCOC(=O)N1CCN(C(=O)CCc2ccc(S(=O)(=O)NC(C)(C)C)cc2)CC1	.	.	0	0	.	3.3	104	104	98
O=C(N[C@@H](Cc1ccccc1)C(=O)OCc1ccccc1)c1nc[nH]c1C(=O)N[C@@H](Cc1ccccc1)C(=O)OCc1ccccc1	-1	4	2	20	1	2.3	98	100	93
COc1ccc(OCCn2c(N)nc3ccccc32)cc1	0	0	10	12	4	0.2	99	100	98
c1ccc(OCc2nc3ccccc3s2)cc1	7	8	0	4	4	1.6	96	97	99
COc1ccc(C(NC(=O)CNC(C)=O)C(=O)Nc2ccc3c(c2)OCCO3)cc1 (centres undefined)	5	4	2	11	5	1.4	113	100	96
CCCCNC(=O)c1c(O)c2cccc3c2n(c1=O)CCC3	-2	-4	5	4	2	1.8	88	78	90
Cc1c(CC(=O)O)c(=O)oc2c(C)c(OCc3ccc(F)cc3Cl)ccc12	0	-2	0	1	5	-1.1	114	103	109
Cc1ccc(-c2ccc(/C=N/NC(=O)Cc3nnc(N)s3)o2)cc1Cl	3	0	1	-6	3	-0.8	106	95	91
CCOc1cc2[nH]c(=O)n(CCCCC(=O)NC3CCCCCC3)c(=O)c2cc1OCC	1	2	0	-14	5	3.2	96	106	93
Cc1c(C(=O)NCc2ccc3c(c2)OCO3)oc2ccc(S(=O)(=O)N3CCC(C)CC3)cc12	-9	4	0	1	-17	0.9	100	116	110
O=C(CCC(=O)NNC(=S)Nc1ccccc1)NCc1ccccc1	-2	-11	0	4	5	-3.8	98	111	101
c1cc2c(cc1-c1[nH]ncc1CN1CC3C[C@@H]4CC1C[C@H](C3)C4)OCO2	-3	3	0	2	0	0.2	98	110	96
Cc1cc(-n2c(SCC(=O)NCCC3=CCCCC3)nc3n[nH]c(C)c3c2=N)ccc1Cl	6	1	0	-5	6	-2.1	114	84	107
O=C(CCS(=O)(=O)c1cccc2nsnc12)N1CC(=O)N(CCc2ccccc2)C(=O)C1	-10	4	0	3	-6	2.2	99	96	99
Cc1ccccc1NC(=O)NC1(C(=O)N2CCC(C(N)=O)CC2)CCCCC1	1	10	3	24	-1	-1.3	109	98	95
COc1cc2c(cc1O)CCN(C(=O)CSc1nncn1C)[C@@H]2C	6	1	1	13	5	.	93	99	109
COc1ccc(Oc2cc(C)nc(Cl)n2)nn1	0	-1	0	4	-6	-1.9	106	85	104
O=C(Nc1cccc(F)c1)N1CCN(C/C=C/c2ccccc2)CC1	5	0	0	11	1	-0.5	100	94	102
CC1CCCC(NC(=O)C2CCN(S(=O)(=O)c3cnc[nH]3)CC2)C1C (centres undefined)	3	4	1	1	0	1.7	105	116	108
CCCn1nc(C(=O)Nc2ccc(S(=O)(=O)Nc3nccs3)cc2)c2ccccc2c1=O	-14	-18	0	-5	-9	-41*	101	96	109
COc1cc(OC)cc(C(=O)Nc2ccc(S(=O)(=O)Nc3ncccn3)cc2)c1	10	10	0	0	10	3.3	102	94	102
CCOC(=O)CN1C(=O)CN(c2ccc(C)cc2)C1=O	10	-9	1	0	3	1.5	98	79	106
O=C(CSc1nc2[nH]ncc2c(=O)[nH]1)c1ccccc1	-17	-117	3	-9	-3	2.4	145	81	105
CCOC(=O)c1[nH]c2ccccc2c1NC(=O)NC(C)C	-6	0	0	-129	2	0.2	108	110	110
CCOC(=O)C1CCN(S(=O)(=O)c2ccc(CC)cc2)CC1	-9	-1	0	-6	2	1.0	93	90	95
O=S(=O)(c1ccc(Cl)cc1)N1c2ccccc2Oc2nc3ccccc3nc21	-4	-5	11	-1	0	-1.6	97	88	98
The listing continues.
SMILES	MCL1-BIM inh	GLD-1 TGE inh	GRK2 aptamer HTS	VLA-4 inh	BCLXL inh	MEX-5 binding	CIT2 TOR yeast	Yeast superoxide	AGP1 TOR yeast
Cn1c(-c2c(N)n(C3CCCC3)c3nc4ccccc4nc23)nc2ccccc21	14	4	0	-26	23	0.7	89	90	99
CC(C)(C)N(Cc1ccccc1)C(=O)c1cccs1	8	8	1	1	1	0.7	115	101	106
Cc1ccc(NC(=O)c2cccc(S(=O)(=O)N3CCN(C)CC3)c2)cc1F	1	-4	4	-7	-5	1.2	89	104	84
COc1cc(OC)c(OC)cc1/C=N/n1c(C)nnc1C	-1	9	0	-1	7	1.7	98	108	105
O=C(c1ccco1)N1CCN(CCOc2ccc(F)cc2)CC1	0	24	0	10	4	1.1	100	109	96
O=C(NCC1CCCO1)c1cnn2c(C(F)F)cc(C3CC3)nc12 (centres undefined)	.	.	2	-19	.	-0.1	108	98	88
Cn1ccnc1SCC(=O)c1ccc(Cl)cc1	-6	7	1	5	0	-0.5	99	91	98

Another view of some results above.
Each structure is followed by: MCL1-BIM inh | GLD-1 TGE inh | GRK2 aptamer HTS | VLA-4 inh | BCLXL inh | MEX-5 binding | CIT2 TOR yeast | Yeast superoxide | AGP1 TOR yeast
- Cc1cc(Cl)ccc1OCC(=O)Nc1nc(-c2cccnc2)cs1
 : -1 | 2 | 0 | 6 | -1 | -0.1 | 88 | 97 | 100
- O=C(CSc1nc2ccccc2s1)Nc1ccc(C(=O)O)cc1
 : 4 | 2 | 0 | 0 | 9 | 1.1 | 91 | 87 | 107
- CCOc1ccc(-c2csc(NC(=O)C3CCCO3)n2)cc1 (centres undefined)
 : 13 | 3 | 4 | 0 | 6 | 1.9 | 96 | 96 | 94
- NC(=O)c1ccc(C(F)(F)F)n(Cc2ccc(F)c(F)c2)c1=O
 : 5 | 9 | 2 | -36 | 6 | 2.1 | 97 | 107 | 102
- O=C(O)COn1c(-c2ccccc2)nc2ccc(Cl)cc21
 : 8 | 3 | 1 | 8 | 6 | 2.8 | 109 | 83 | 103
- Cc1ccc(NS(=O)(=O)c2c(C(=O)N3CCCCCC3)c(C)n(C)c2C)c(C)c1
 : 0 | 3 | 4 | -6 | 6 | -0.2 | 108 | 97 | 109
- O=[N+]([O-])c1cccc(-c2nc3ccccc3s/c2=N/O)c1
 : 0 | 2 | 1 | 5 | 2 | -1.3 | 75 | 145 | 69
- CN(C)c1ccc(C(=O)Nc2cc(C(F)(F)F)ccc2-n2cncn2)cc1
 : -4 | 1 | 1 | 14 | 6 | -3.8 | 90 | 152 | 98
- CC(=O)Nc1ccc(C(=O)OCC(=O)NC2CCCCCCC2)cc1
 : -17 | -8 | 2 | 0 | -4 | 2.6 | 97 | 120 | 105
- Cc1cccc(NC(=S)N2CCCCC2c2cccnc2)c1C (centres undefined)
 : -2 | -2 | 0 | 21 | -5 | 0.6 | 100 | 95 | 102
- O=C(Cn1cnc2c(nnn2-c2ccc(F)cc2)c1=O)N1CCCc2ccccc21
 : 4 | 6 | 1 | -7 | -1 | 1.8 | 102 | 91 | 98
